PAX8 reporter – inhibitors of PAX8-driven TPO luciferase reporter, primary screen, RMG-I cells, single concentration; SteadyGlo, 24 h; 360,000 tested, 1.2% active; AID 652154, 2013; inhibition, % at 12.6 µM;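 active means mean replicate inhibition at least 60% with every replicate also reaching 60%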;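 further: luciferase light reporting Pax8 driven TPO promoter activity; plate controls were median of neutral control wells for no effect and mitoxantrone controls for full effect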
ERAP1 inh – human ERAP1 aminopeptidase inhibitors, primary screen, biochemical, single point, plate reader | recombinant ERAP1, Leu-AMC fluorescence, 60 min | inhibition, % at 10.7 µM | 340,000 tested, 0.15% active | AID 652197, 2013;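 active means mean replicate inhibition of at least 30%, or all replicates individually reaching that 30% level; inactive means mean below 30% and not every replicate reaching it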;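 further: 0% = neutral control wells and 100% = L-leucinethiol positive control wells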
Target sequence (Q9NZ08 whole entry, looked up): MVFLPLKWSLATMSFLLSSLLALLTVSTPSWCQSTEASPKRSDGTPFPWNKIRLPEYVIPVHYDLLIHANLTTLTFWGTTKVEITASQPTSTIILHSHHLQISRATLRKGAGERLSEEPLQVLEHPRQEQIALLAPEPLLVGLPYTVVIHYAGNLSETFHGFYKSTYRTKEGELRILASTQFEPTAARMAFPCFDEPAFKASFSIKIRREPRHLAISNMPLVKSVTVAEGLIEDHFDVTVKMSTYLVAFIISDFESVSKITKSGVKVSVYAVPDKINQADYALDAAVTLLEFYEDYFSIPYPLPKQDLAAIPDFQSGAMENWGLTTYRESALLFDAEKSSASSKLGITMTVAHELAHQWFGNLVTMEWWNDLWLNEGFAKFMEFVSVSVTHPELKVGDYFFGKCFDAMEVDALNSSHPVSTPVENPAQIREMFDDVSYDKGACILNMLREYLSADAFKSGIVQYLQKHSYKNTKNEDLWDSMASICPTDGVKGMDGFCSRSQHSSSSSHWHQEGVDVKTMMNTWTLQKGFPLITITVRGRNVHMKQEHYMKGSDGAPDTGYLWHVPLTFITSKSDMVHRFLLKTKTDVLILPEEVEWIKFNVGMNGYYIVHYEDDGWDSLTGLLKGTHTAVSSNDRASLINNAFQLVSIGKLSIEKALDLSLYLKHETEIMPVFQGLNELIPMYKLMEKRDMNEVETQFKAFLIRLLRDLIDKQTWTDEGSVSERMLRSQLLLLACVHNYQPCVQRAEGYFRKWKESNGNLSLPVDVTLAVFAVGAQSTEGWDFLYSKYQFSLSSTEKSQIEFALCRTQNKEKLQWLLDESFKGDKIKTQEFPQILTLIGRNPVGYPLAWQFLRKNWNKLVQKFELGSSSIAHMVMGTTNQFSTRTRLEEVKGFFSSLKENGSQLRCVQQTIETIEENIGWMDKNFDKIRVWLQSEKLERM
LGR2 antag – inhibitors of bursicon-induced LGR2 CRE-luciferase signal, primary screen, cell-based, HEK293, CRE-luciferase reporter, bursicon stimulation; Drosophila bursicon receptor LGR2 (rickets); bursicon-stimulated, 4 h; inhibition, % at 9.99 µM; 380,000 tested, 0.35% active; AID 720647, 2013;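 active means drop in luminescence signal, shown as inhibition above about 50% in the replicate tests, limit read from the data, passing the limit was not always enough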;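 further: agonist challenge used bursicon conditioned medium at about half maximal strength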
S100A4 inh HTS – inhibitors of S100A4-myosin IIA peptide binding, primary screen, biochemical, fluorescence polarization, TAMRA-MyoIIA peptide | Protein S100-A4 (Homo sapiens), P26447 | inhibition, % at 10.7 µM | 360,000 tested, 0.14% active;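 active means mean inhibition of at least 70% across replicates, with every replicate also reaching that level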
Target sequence (P26447 whole entry, looked up): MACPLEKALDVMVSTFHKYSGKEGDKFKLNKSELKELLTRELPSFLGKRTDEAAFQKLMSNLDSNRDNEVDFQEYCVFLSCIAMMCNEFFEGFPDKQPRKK
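Test system: S100A4 monomer protein; Medium: HEPES pH 7.2 with CaCl2, KCl, NaCl, DTT, Triton; Probe or stimulus: TAMRA-labelled myosin IIA heavy-chain peptide probe, 5 nM; Doses: one dose per compound; Times: polarization read 5 min after assay mix addition, stable 5–60 min; Benchmarks: neutral control DMSO, positive control TFP.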
PglD inh – C. jejuni PglD acetyltransferase inhibitors, primary screen, biochemical, DTNB colorimetric, single point | UDP-N-acetylbacillosamine N-acetyltransferase PglD (Campylobacter jejuni) | purified PglD enzyme, DTNB colorimetric CoA detection | inhibition, % at 12.5 µM | 360,000 tested, 0.098% active | AID 602405, 2012; in the data active means inhibition above about 16%, passing the limit was not always enough; further: strong numbers were not always called active
PGC1a acetyl inh – inhibitors of PGC1a acetylation signal, primary screen, cell-based, U2OS, AlphaScreen, inhibitor mode. inhibition, % at 15.6 µM. 350,000 tested, 0.17% active. AlphaScreen anti-acetyl-lysine; with virally co-expressed GCN5 acetyltransferase;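 active means every replicate shows inhibition of at least 40%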;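 further: 0% = neutral control wells and 100% = positive control wells; some results beyond the cut were filed as inactive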
FN deposition inh – inhibitors of fibronectin matrix deposition, primary screen, AH1F cells, Alexa488-fibronectin fluorescence, plate reader. AH1F fibroblasts, overnight. inhibition, % at 12.6 µM. 350,000 tested, 0.086% active. AID 743247, 2014;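 active means mean inhibition across replicates of 30% or more, regardless of how many single replicates reach that level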;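 further: positive control wells lacked labelled fibronectin entirely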
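test system = AH1F fibroblasts assembling fluorescent fibronectin matrix | quantity = 10000 AH1F cells per well | buffer or medium = DMEM plus 2% serum, read in PBS | doses = single dose, pinned | incubation = 1 h cell attachment, overnight exposure to compound and label | detection = fluorescence at 485 nm excitation, 525 nm emission | read-out basis = inhibition from reduced deposited-fibronectin fluorescence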
EWS-Fli inh – EWS/Fli-driven NR0B1 reporter inhibitors, primary screen, A673 cells, NR0B1 luciferase, luminescence, MLPCN library; AID 651661, 2012; inhibition, % at 12.6 µM; viability-normalised; 350,000 tested, 0.67% active;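 active means mean inhibition of at least 50% after viability correction, with every replicate also passing that limit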;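 further: firefly luciferase signal divided by Alamar Blue viability fluorescence both relative to DMSO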
* hit, by the source's call; / = not tested or not shown; & = joins results of further samples. This is a random part of the collection. Share with any hit: about 2.1%.

#	Compound	PAX8 reporter	ERAP1 inh	LGR2 antag	S100A4 inh HTS	PglD inh	PGC1a acetyl inh	FN deposition inh	EWS-Fli inh
1	CC1Cc2cc(/C(O)=C3/C(=O)C(=O)N(CCCn4ccnc4)C3c3cccc([N+](=O)[O-])c3)ccc2O1 (centres undefined)	-6	2	-16	14	-2	5	1	/
2	COC(=O)c1ccc(N=Nc2ccccc2)cc1	-155	-2	-47	3	2	1	3	-52
3	CNC(=O)c1[nH]cnc1C(=O)N[C@@H](Cc1ccccc1)C(=O)OC(C)(C)C	10	0	-3	-2	5	/	-1	29
4	Cc1onc(-c2ccccc2)c1C(=O)N(Cc1ccccc1)C(C)C	11	2	9	-3	1	0	2	10
5	COc1cccc(CN2CC(C(=O)NCCCn3cccn3)CCC2=O)c1 (centres undefined)	-8	-3	-10	1	3	-3	-2	/
6	Cc1ccc(NC2=NCC(=O)N2C2CCCC2)cc1	-7	-4	-11	0	/	/	-3	-7
7	O=S(=O)(NC1CCCCC1)c1ccc(S(=O)(=O)N2CCN3CCCC3C2)cc1 (centres undefined)	/	4	4	0	/	/	/	17
8	Cc1ccc(C)c(-n2c(Cc3cc(=O)[nH]c(=O)[nH]3)nnc2SC(C)C)c1	16	/	2	-1	0	3	-7	-5
9	Cc1noc(C)c1S(=O)(=O)Nc1ccc2c(c1)C(=O)N([C@@H](C)CO)C[C@@H](C)[C@H](CN(C)S(=O)(=O)c1ccc(F)cc1)OCCCC[C@H](C)O2	-15	-1	-18	-16	-2	14	/	3
10	CC(C)(C)[C@H]1C=C(C(=O)Nc2ccccc2)O[C@@H](OCCCCO)C1	-133&-150	7	-35	-11	5&3	-19&-9	-2	2&-58
11	Cc1cc(=O)oc2cc(OCC(=O)NCCc3ccccc3)ccc12	-10	-3	14	4	-1	-2	-4	-8
12	CC(=O)N(C(C)=O)c1c(N2CCOCC2)c2ccccc2oc1=O	/	0	-13	3	-7	-2	/	1
13	C[C@H](O)C#Cc1ccc2c(c1)O[C@H](CN(C)Cc1cncnc1)[C@@H](C)CN([C@@H](C)CO)S2(=O)=O	4	-1	5	10	-3	11	-9	-7
14	COc1cc(NC(=O)CCC(=O)Nc2ccc3nc(N4CCOCC4)cc(C)c3c2)cc(OC)c1OC	-78	-10	-34	1	2	15	-1	/
15	Cc1cc2ncn(/N=C/c3ccc4c(c3)OCO4)c2cc1C	-33	3	/	-2	/	-8	1	-28
16	CCC(CC)C(=O)N1N=C(c2ccc(NS(C)(=O)=O)cc2)CC1c1ccccc1 (centres undefined)	1	-1	11	-3	/	-3	5	4
17	CC(C)C#Cc1cnc2c(c1)C(=O)N([C@H](C)CO)C[C@@H](C)[C@H](CN(C)C(=O)CC1CC1)O2	-13	2	-4	0	-3	8	2	-8
18	CN(Cc1ccccc1)C(=O)c1ccc(NC(=O)C2CCCN(C(=O)OC(C)(C)C)C2)cc1 (centres undefined)	8	4	19	-1	-3	-6	-4	7
19	O=C(C[C@@H]1C/C=C\C[C@H](Cc2ccc(F)cc2)C(=O)OCCNC1=O)NCCO	-28	-2	/	-5	-5	/	-3	-7
20	COc1ccc(CC(=O)NCC2CCCN(Cc3ccc(F)cc3F)C2)cc1 (centres undefined)	9	1	2	-4	-3	-6	3	1
21	Cn1c(=O)[nH]c(=O)c2c1[nH]c(=S)n2Cc1ccccc1	-17	31*	-13	-15	5	/	3	1
22	Cc1ccc2c(c1)[C@@H]1CN(C)CC[C@@H]1N2S(=O)(=O)c1ccc([N+](=O)[O-])cc1	/	-13	-7	-5	-2	-14	/	-1
23	COc1cc(Nc2c3ccccc3nc3ccccc23)cc(OC)c1OC	3	-25	24	-2	3	-12	5	9
24	O=C(O)CC1S/C(=N\N=C2CCCCCCC2)N(c2ccccc2)C1=O (centres undefined)	21	4	19	4	/	-15	12	7
25	C[C@H](CO)N1C[C@H](C)[C@H](CN(C)C(=O)C2CC2)Oc2ncc(-c3ccccc3F)cc2C1=O	/	-2	5	-6	4	-1	/	-21

Entries of single compounds from above.
Results for COc1cc(NC(=O)CCC(=O)Nc2ccc3nc(N4CCOCC4)cc(C)c3c2)cc(OC)c1OC : PAX8 reporter: -78; ERAP1 inh: -10; LGR2 antag: -34; S100A4 inh HTS: 1; PglD inh: 2; PGC1a acetyl inh: 15; FN deposition inh: -1; EWS-Fli inh: /
Results for CC1Cc2cc(/C(O)=C3/C(=O)C(=O)N(CCCn4ccnc4)C3c3cccc([N+](=O)[O-])c3)ccc2O1 (centres undefined) : PAX8 reporter: -6; ERAP1 inh: 2; LGR2 antag: -16; S100A4 inh HTS: 14; PglD inh: -2; PGC1a acetyl inh: 5; FN deposition inh: 1; EWS-Fli inh: /
Results for O=S(=O)(NC1CCCCC1)c1ccc(S(=O)(=O)N2CCN3CCCC3C2)cc1 (centres undefined) : PAX8 reporter: /; ERAP1 inh: 4; LGR2 antag: 4; S100A4 inh HTS: 0; PglD inh: /; PGC1a acetyl inh: /; FN deposition inh: /; EWS-Fli inh: 17

Next structures:
#	Compound	PAX8 reporter	ERAP1 inh	LGR2 antag	S100A4 inh HTS	PglD inh	PGC1a acetyl inh	FN deposition inh	EWS-Fli inh
26	C[C@H](CO)N1C[C@H](C)[C@H](CN(C)C(=O)c2ccccc2)OCCCC[C@H](C)Oc2ccc(NC(=O)CCC(F)(F)F)cc2C1=O	-26	-3	-37	6	-1	-2	2	-8
27	O=C(Cc1csc2ccccc12)NCC1CC1	-5	4	-48	5	/	/	-10	-2
28	COc1ccc(NC(=O)CCC(=O)Nc2nnc(C3CCCCC3)s2)c(OC)c1	-4	1	4	3	1	5	13	5
29	C/C=C/c1cnc2c(c1)C(=O)N([C@@H](C)CO)C[C@H](C)[C@@H](CN(C)S(=O)(=O)c1cn(C)cn1)O2	21	0	-3	19	3	5	/	0
30	CC1CCN(Cc2c(C(=O)N/N=C/c3ccc(OC(C)C)cc3)nnn2-c2nonc2N)CC1	2	-6	12	-1	4	10	8	7
31	CCOC(=O)c1c(-c2ccccc2)csc1NC(=O)COc1ccc2c(C)cc(=O)oc2c1	-14	10	/	-1	/	/	0	-9
32	O=[N+]([O-])c1ccccc1OCCNCc1ccccc1	-5	-3	-3	-4	0	-6	1	-10
33	COc1ccc(C2=NN(C(=O)CCC(=O)O)C(c3ccc(OC)c(OC)c3)C2)cc1 (centres undefined)	-53	-4	-3	-1	6	/	-4	6
34	COC(=O)CC1C(=O)NCCN1C(=O)c1cc([N+](=O)[O-])ccc1Cl (centres undefined)	-20	-1	-9	-3	-2	5	-1	-47
35	O=C(OCc1cn([C@@H]2CN(Cc3cccs3)[C@@H](c3ccccc3)C[C@H]2O)nn1)c1ccccc1	3	5	7	0	-5	/	-1	-1
36	CCC1Nc2ncnc(N3CCCCC3)c2N(Cc2ccccc2)C1=O (centres undefined)	-19	5	-12	6	-1	-3	-2	-13
37	CCO[C@H]1OC(C(=O)NCc2ccccc2)=C[C@@H](C)[C@@H]1CCCO	-9	5	9	3	5	-2	-1	-15
38	C[C@H]1CN([C@@H](C)CO)C(=O)c2cc(NS(=O)(=O)c3cn(C)cn3)ccc2O[C@H]1CN(C)C(=O)NC1CCCCC1	/	3	22	6	1	-4	-10	5
39	O=C(CNC(=O)c1cccc(Cl)c1)Nc1ccc(F)c(F)c1F	-7	3	-1	3	1	-16	-18	-7
40	COc1ccc(OCCCC(=O)N(CCC2=CCCCC2)c2c(N)n(Cc3ccccc3)c(=O)[nH]c2=O)cc1	19	1	14	-4	/	/	-5	12
41	Cn1nnnc1SCC(=O)Nc1nn(-c2ccccc2)nc1C(N)=O	14	3	-6	-2	2	10	6	-2
42	CCO[C@@H]1OC(C(=O)O)=C[C@H](C2CCCCC2)[C@H]1CCCO	10	/	5	-2	-2	5	-12	-3
43	CCOc1ccccc1NC(=O)c1csc(C)c1C	-17	1	-6	3	-5	/	-1	-3
44	CCCC(=O)Nc1ccc2c(c1)C(=O)N(C)[C@H]1CC[C@H](CC(=O)NCC3CC3)O[C@H]1CO2	1	0	11	-1	3	-7	-7	7
45	Cc1nn(C)c(C)c1CCC(=O)N1CCCC(C(=O)c2cccc(OC(C)C)c2)C1 (centres undefined)	-2	-2	6	-4	-2	-2	2	-5
46	O=C(O)C(=O)Nc1nc(-c2ccc3c(c2)OCCO3)cs1	18	3	1	-5	1	-1	3	-2
47	CNS(=O)(=O)c1ccc(N2CCCC2)c([N+](=O)[O-])c1	6	-4	-3	4	/	/	0	7
48	Cn1cccc1/C=N/NC(=O)c1cc2ccccc2cc1O	-99	1	-68	1	3	/	0	-25
49	CC(C)(CO)CNC(=O)CCc1nnc(CCCc2ccccc2)o1	-25	-2	-2	4	/	/	-4	-13
50	COc1ccc(C)cc1NC(=O)C1CCN(S(=O)(=O)c2c(C)noc2C)CC1	6	3	-11	-3	/	/	10	17

An excerpt from above in order of their number in PglD inh, highest first.
no.	Structure	PglD inh
41	Cn1nnnc1SCC(=O)Nc1nn(-c2ccccc2)nc1C(N)=O	2
36	CCC1Nc2ncnc(N3CCCCC3)c2N(Cc2ccccc2)C1=O (centres undefined)	-1
42	CCO[C@@H]1OC(C(=O)O)=C[C@H](C2CCCCC2)[C@H]1CCCO	-2

The results go on.
#	Compound	PAX8 reporter	ERAP1 inh	LGR2 antag	S100A4 inh HTS	PglD inh	PGC1a acetyl inh	FN deposition inh	EWS-Fli inh
51	C[C@H](CO)N1C[C@H](C)[C@@H](CN(C)S(=O)(=O)c2ccc(Cl)cc2)Oc2ccc(NC(=O)Cc3ccccc3)cc2CC1=O	5	1	-4	-1	1	4	-5	5
52	O=C(CSc1nc2cc(S(=O)(=O)N3CCOCC3)ccc2o1)Nc1c(F)cccc1F	2	15	-12	-3	/	21	0	5
53	C=CCn1c(C)c(C(C)=O)c(N2CCN(C(c3ccccc3)c3ccccc3)CC2)nc1=S	4	1	-15	-7	/	/	-2	15
54	Cc1ccccc1-c1ccc([C@@H]2[C@H](CO)N3C(=O)CN(C(=O)NC4CCCC4)C[C@@H]23)cc1	-16	4	-1	7	/	16	-1	-9
55	Cn1c2ccc(F)cc2c2ncn(CC3CCCO3)c(=O)c21 (centres undefined)	-13	-10	/	3	3	10	5	-6
56	O=C(Nc1cccc(S(=O)(=O)N2CCCCC2)c1)C1CC(=O)N(Cc2ccco2)C1 (centres undefined)	14	1	-19	-22	/	-8	/	4
57	CCOC(=O)c1ccccc1NC(=O)COC(=O)Cc1ccccc1F	-1	-2	-7	-2	-7	/	-4	-4
58	CCOc1ccc(Nc2cc(C)nc3nc(C)nn23)cc1	8	2	5	-2	-1	/	-7	0
59	C[C@H]1CCCCO[C@H](CN(C)C(=O)NC2CCCCC2)[C@@H](C)CN([C@@H](C)CO)C(=O)c2cc(N(C)C)ccc2O1	7	-3	2	1	3	23	-2	-2
60	O=C(CSc1ccccn1)N1CCN(S(=O)(=O)c2ccc(Cl)cc2)CC1	-15	0	-7	-5	/	/	5	10
61	NC(=O)NC(=O)CC1S/C(=N/N=C/c2ccccc2)NC1=O (centres undefined)	-2	-8	4	-4	-7	2	/	3
62	CCC(C(=O)OC)n1cnc2c(nnn2-c2ccccc2)c1=O (centres undefined)	-10	1	5	-4	-2	7	-4	6
63	Cc1nccn1CC1CCc2c(c3ccccc3n2C)C1=O (centres undefined)	-1&16	0&-1	-3&2	-7&-3	6&3	7	-3	2&-6

Source: PubChem (Broad Institute)
